p47phox inh = p47phox (human) inhibition. p47phox/p22phox peptide binding, fluorescence polarization, 2 h. inhibition, % at 24.7 µM. 0.53% of 220,000 active. AID 1274;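 active = inhibition above about 30%, limit read from the data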;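 also: 0% = p47phox with labelled peptide and 100% = labelled peptide alone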
Target sequence (P14598 whole entry, looked up): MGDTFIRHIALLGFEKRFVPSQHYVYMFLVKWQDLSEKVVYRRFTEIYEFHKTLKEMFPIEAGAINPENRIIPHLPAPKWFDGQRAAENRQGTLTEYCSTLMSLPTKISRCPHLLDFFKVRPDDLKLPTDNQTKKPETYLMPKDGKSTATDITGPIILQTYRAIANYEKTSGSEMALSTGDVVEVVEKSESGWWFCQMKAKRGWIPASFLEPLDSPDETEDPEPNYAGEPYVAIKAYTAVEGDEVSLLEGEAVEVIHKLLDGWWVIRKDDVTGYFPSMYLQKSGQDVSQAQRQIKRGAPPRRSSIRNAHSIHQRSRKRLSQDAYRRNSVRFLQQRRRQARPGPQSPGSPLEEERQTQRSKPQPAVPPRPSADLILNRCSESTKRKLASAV
PPC-1+TRAIL kill = kills PPC-1 cancer cells in the presence of TRAIL; 0.41% of 220,000 active; AID 1443; PPC-1 cells + TRAIL, ATPLite viability luminescence; cell killing (% activity), % at 4 µM;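 active = cell killing above 50% in the first pass at 4 µM, then a duplicate retest at 5 µM averaging 50% or more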;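 also: plate controls were cells with TRAIL plus DMSO for no effect and medium-only wells lacking cells for full effect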
RBBP9 inh = human RBBP9 hydrolase inhibition | O75884 | recombinant RBBP9, FP-Rh probe fluorescence polarization | inhibition, % at 7.94 µM | 0.2% of 220,000 active | AID 1515;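 active = inhibition above the campaign mean of all tested compounds plus 3 SD, cut at about 14% in these data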;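 also: plate controls were DMSO wells with RBBP9 for no effect and wells lacking RBBP9 protein for full effect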
Target sequence (O75884 whole entry, looked up): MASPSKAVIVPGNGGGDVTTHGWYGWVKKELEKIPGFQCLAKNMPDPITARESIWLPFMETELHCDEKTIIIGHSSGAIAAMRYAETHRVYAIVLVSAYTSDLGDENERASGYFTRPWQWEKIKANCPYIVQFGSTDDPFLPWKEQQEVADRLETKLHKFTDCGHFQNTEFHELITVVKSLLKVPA
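Assay system: recombinant human RBBP9; Reagent: Serine-hydrolase probe FP-Rh, 375 nM pre-mixing; Doses: 7.94 µM single dose, 0.794% DMSO; Incubation: 30 min then 45 min, 25 °C; Detection: fluorescence polarization (mP), excitation 525 nm, emission 598 nm; Evaluation: percent inhibition from mP, scaled between DMSO and no-protein wells.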
p97 inhibitor = human p97 ATPase inhibition; recombinant p97 ATPase, Kinase-Glo ATP luminescence, 3 h; AID 1481; inhibition, % at 8 µM; 0.42% of 220,000 active; P55072; in the data active = inhibition above about 15%;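 also: 0% = DMSO vehicle and 100% = wells lacking enzyme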
PGE2 EP2 inh = EP2 receptor (human) inhibition; P43116; 0.52% of 260,000 active; AID 1422; inhibition, % at 25 µM; C6 glioma cells expressing human EP2, cAMP TR-FRET; cells stimulated with saturating PGE2;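 active = percent inhibition above 40 after rounding to a whole number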;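 also: rat C6 glioma host cells with rolipram phosphodiesterase inhibitor present; the protocol text gives 20 µM as final concentration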
Target sequence (P43116 whole entry, looked up): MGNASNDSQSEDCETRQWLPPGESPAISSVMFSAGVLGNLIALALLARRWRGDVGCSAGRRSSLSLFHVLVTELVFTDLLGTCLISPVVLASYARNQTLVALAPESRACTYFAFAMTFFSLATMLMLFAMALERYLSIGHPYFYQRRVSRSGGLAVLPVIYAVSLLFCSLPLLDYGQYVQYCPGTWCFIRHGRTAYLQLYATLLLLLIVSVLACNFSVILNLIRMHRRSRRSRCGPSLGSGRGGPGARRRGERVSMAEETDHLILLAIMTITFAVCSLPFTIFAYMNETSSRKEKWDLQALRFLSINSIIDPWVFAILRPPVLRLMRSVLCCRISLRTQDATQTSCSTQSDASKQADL
Ba/F3 V617F tox = reduce viability of Ba/F3 cells dependent on JAK2V617F; Ba/F3 EpoR-JAK2V617F viability, ATP luminescence; inhibition, % at 5.6 µM; 1.1% of 220,000 active; AID 1446;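 active = inhibition above the campaign mean plus 3 SD over all tested compounds, cut at about 24% in these data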;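 also: cytokine-independent growth of Ba/F3 cells driven by EpoR plus mutant JAK2; 0% = DMSO-treated cells and 100% = JAK inhibitor I control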
BaF3 parental = counter-screen for JAK2V617F inhibitors: parental Ba/F3 viability inhibitors. CellTiter-Glo ATP luminescence. inhibition, % at 5.6 µM. 1.1% of 220,000 active. AID 1486;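 active = inhibition above a per-campaign cutoff, the mean inhibition of all tested compounds plus 3 SD, cut at about 27% in these data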;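 also: 0% = DMSO wells and 100% = JAK Inhibitor I control wells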
Furin inhibitor = inhibitors of human furin; 0.061% of 220,000 active; P09958; inhibition, % at 30 µM; purified furin, fluorogenic substrate cleavage; in the data active = inhibition above about 25%; also: inactives centre near -15
Tb hexokinase = T. brucei hexokinase 1 inhibition | recombinant TbHK1, G6PDH-coupled NADH A340 | AID 1430 | 0.11% of 220,000 active | inhibition, % at 10 µM;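 active = inhibition of 50% or more in the single-dose primary screen; inactive = inhibition below 50%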
Numbers without * were called inactive; . = not tested or not shown; & = joins results of further samples; [ ] = dose if it differs, or a comment.

no. | Molecule | p47phox inh | PPC-1+TRAIL kill | RBBP9 inh | p97 inhibitor | PGE2 EP2 inh | Ba/F3 V617F tox | BaF3 parental | Furin inhibitor | Tb hexokinase
1 | CC(C)OC(=O)c1c(N)n(Cc2ccco2)c2nc3ccccc3nc12 | -12 | . | -4 | 2 | 17 | -4 | 1 | -15 | -14
2 | CCN(CC)CCOC(=O)c1cc2cc(COC)ccc2o1 | -4 | -10 | 3 | 3 | 16 | -4 | -4 | -12 | -4
3 | CCOP(=S)(NN(Cc1ccccc1)C(=O)c1ccccc1)OCC | -4 | 40 | -1 | -4 | 12 | 1 | 8 | -7 | 32
4 | CN1C(=O)C(=Cc2sc(=O)n(-c3ccccc3)c2N2CCCCC2)C(=O)N(C)C1=O | 83* | 8 | -2 | 2 | 16 | -5 | -2 | -3 | -13
5 | Fc1ccc(C(OCCN2CCCC2)c2ccc(F)cc2)cc1 | -2 | 1 | 0 | 2 | 6 | 0 | 5 | -23 | 1
6 | CN1CCC(N(C)Cc2cccnc2)CC1 | 3 | -3 | -7 | 3 | . | -2 | 3 | -23[20 µM] | -2
7 | CCc1cccc(C)c1NC(=S)N1CC2CC(C1)c1cccc(=O)n1C2 (centres undefined) | -3 | -7 | -4 | -1 | 10 | 3 | 8 | -13 | -7
8 | CN(C)C1(CNC(=O)c2ccc(Cl)c(S(=O)(=O)NCc3ccco3)c2)CCCCC1 | -2 | -2 | -1 | 3 | 8 | -3 | 4 | -19[20 µM] | -1
9 | CCOC(=O)c1ccc(N2C(=O)CC(N3CCC(C#N)(c4ccccc4)CC3)C2=O)cc1 (centres undefined) | -13 | -4 | -1 | 0 | 23 | 0 | 5 | -16[20 µM] | -6
10 | CN1C(=O)CN=C(c2ccccc2)c2cc([N+](=O)[O-])ccc21 | -4 | 0 | 1 | -1 | . | 0 | -5 | . | .
11 | CC1=CC(=Cc2sc3ccccc3[n+]2C)C=C(C)O1 | -6 | 43 | -5 | 0 | 7 | 101* | 106* | 22 | 2
12 | CCOCCCNC(=O)CN1C2CCC1CC(O)(c1ccc(OC)cc1)C2 (centres undefined) | -2 | 3 | -2 | 8 | 8 | -4 | -1 | -17 | 3
13 | N#Cc1cc2c(nc1SCC(=O)Nc1cc(Cl)cc(Cl)c1)C1CCN2CC1 | -1 | 7 | -2 | -2 | 9 | 2 | 7 | -10[20 µM] | -2
14 | Cc1ccc(-c2nc(CS(=O)CC(=O)N3CCC4(CC3)OCCO4)c(C)o2)cc1 (centres undefined) | -9 | 1 | -9 | -1 | 2 | 0 | 0 | -22[20 µM] | -4
15 | Cc1ccc(N2C(=O)NC(=O)/C(=C/C=C/c3ccco3)C2=O)cc1 | -13 | 10 | 2 | 1 | 114* | 4 | 9 | -4 | 7
16 | O=S(=O)(c1ccc(Cl)cc1)N1CC1c1ccccc1 (centres undefined) | -5 | 21 | 1 | -2 | 13 | -1 | 6 | -2 | 28
17 | Cc1cccc(NC2=NCCCS2)c1 | -15 | 5 | -7 | 6 | 10 | 0 | 1 | -18 | 1
18 | C=Cn1ccnc1P(=S)(c1c(C)nn(-c2ccccc2)c1C)c1nccn1C=C | -9 | 16 | 0 | -2 | 5 | 0 | 5 | -15 | -6
19 | C[C@]12CCC(=O)C=C1CC[C@@H]1[C@@H]2CC[C@]2(C)C(=O)CC[C@@H]12 | 8 | 28 | -5 | -2 | 12&17 | 4 | 5 | -12 | 5
20 | Cc1ccsc1C(=O)C1CCCN(Cc2cn(C)nc2C)C1 (centres undefined) | 1 | -6 | 2 | 2 | 6 | -1 | 7 | -32 | -5
21 | Cc1cccc(-n2c(-c3ccccc3)nc3ccccc3c2=O)n1 | 1 | 11 | -4 | 6 | 16 | -4 | 5 | -32 | 3
22 | CCC(C)n1c(O)c(C=NCCc2ccccc2)c(=O)[nH]c1=S (centres undefined) | -3 | 5 | -5 | -2 | 4 | -1 | -3 | -11 | -74
23 | O=C(N/N=C/C1C(=O)NC(=S)N(c2ccccc2)C1=O)c1cc(Br)c(O)c(Br)c1 (centres undefined) | -20 | 17 | 4 | 12 | 7 | -3 | 3 | -16 | -9
24 | CN(C)CCN=Cc1c(O)n(Cc2ccco2)c(=O)[nH]c1=O | -9 | 7 | -4 | 7 | 9 | -5 | -2 | 13[20 µM] | 4
25 | Cc1nn(Cc2ccccc2)c(C)c1C(=O)OCC(=O)NC1CCS(=O)(=O)C1 (centres undefined) | -7 | 6 | 2 | 3 | 7 | -2 | 8 | -26 | 6
26 | COc1cccc(CCNCc2c(F)cccc2F)c1 | 6 | -6 | -4 | 1 | 2 | 1 | 6 | -20 | 0
27 | CC(C)C12CN3CCN(CC(C3)/C1=N\O)C2 | -16 | 31 | 0 | 2 | 3 | -2 | -1 | 4[20 µM] | 5
28 | CCC1C2Cn3c(nc4ccccc43)C1N(C)O2 (centres undefined) | -9 | 1 | . | . | 4 | . | . | -32 | -6
29 | COc1ccc(CC2c3cc(OC)c(OC)cc3CCN2C)cc1O (centres undefined) | -6 | 1 | 0 | 7 | 16 | 0 | 7 | -23 | 2
30 | CSc1ncc(/C=C2/C(=O)NC(=O)N(C3CCCCC3)C2=O)cn1 | 0 | 19 | -2 | -5 | 5 | 2 | 4 | -12[20 µM] | 1

Molecules listed so far that contain fluorine, in the order listed:
no. | Molecule | p47phox inh | PPC-1+TRAIL kill | RBBP9 inh | p97 inhibitor | PGE2 EP2 inh | Ba/F3 V617F tox | BaF3 parental | Furin inhibitor | Tb hexokinase
5 | Fc1ccc(C(OCCN2CCCC2)c2ccc(F)cc2)cc1 | -2 | 1 | 0 | 2 | 6 | 0 | 5 | -23 | 1
26 | COc1cccc(CCNCc2c(F)cccc2F)c1 | 6 | -6 | -4 | 1 | 2 | 1 | 6 | -20 | 0

The list continues.
no. | Molecule | p47phox inh | PPC-1+TRAIL kill | RBBP9 inh | p97 inhibitor | PGE2 EP2 inh | Ba/F3 V617F tox | BaF3 parental | Furin inhibitor | Tb hexokinase
31 | Cc1cc(Cl)nc(N)n1 | 4 | 10 | -13 | -2 | 9 | 4 | 1 | -2 | -1
32 | CCCCCn1c(=O)c(C(=O)NCc2ccccn2)c(O)c2ccccc21 | 0 | -7 | -9 | -1 | 7 | 4 | 0 | -6 | -12
33 | O=C(C1CCCN(S(=O)(=O)c2cccc3nsnc23)C1)N1CCC2(CC1)OCCO2 (centres undefined) | 14 | 4 | -2 | 3 | 9 | 3 | 7 | -17 | -6
34 | CC1(C)C2([N+](=O)[O-])CNCC1([N+](=O)[O-])CNC2 | -4 | 18 | -5 | 2 | 14 | -6 | -2 | -8[20 µM] | -2
35 | OC1(c2ccc(F)cc2)CC2CCC(C1)N2Cc1nnnn1C1CCCCC1 (centres undefined) | -19 | -5 | -3 | -1 | . | -3 | 0 | -24 | 4
36 | CCCCn1c(=O)c(C(=O)Nc2ccccc2S(N)(=O)=O)c(O)c2ccccc21 | 11 | 20 | -7 | 8 | 6 | -3 | 1 | -25 | 4
37 | CSC1=NP(=S)(SC)N2CCCC2=C1C#N (centres undefined) | -40 | 15 | -2 | 2 | 3 | 0 | 4 | -2 | 24
38 | C=CCn1c(O)c(C(C)=Nc2ccc(NC(C)=O)cc2)c(=O)[nH]c1=O | -4 | 4 | -2 | -1 | 9 | -2 | 0 | -8 | -23
39 | Cc1nonc1-c1nc(-c2nonc2N)n[nH]1 | -10 | -1 | -7 | 0 | 9 | 1 | 7 | -22 | 12
40 | CCCCn1c(O)c(/C=N/N2CCOCC2)c(=O)[nH]c1=S | -17 | -2 | -4 | 3 | 7 | -1 | 1 | -8 | -88
41 | Nc1cc(N2CCNCC2)ccc1[N+](=O)[O-] | -11 | -16 | 6 | 5 | 5 | 1 | 9 | -1 | -15
42 | Cc1ccc2nc(C)n(-c3ccc(F)cc3)c(=O)c2c1 | 2 | 15 | -6 | -1 | 3 | 2 | 8 | -3 | 6
43 | CC(=NCc1ccc2c(c1)OCO2)c1c(O)n(Cc2ccccc2)c(=O)[nH]c1=O | -28 | 3 | -7 | 5 | 11 | 0 | -4 | -15 | -1
44 | Cc1ccc2c(c1)CC1(CN2C)C(=O)NC(=O)N(c2cccc(C)c2C)C1=O (centres undefined) | -7 | -7 | 4 | 4 | 11 | 0 | 2 | -19 | 2
45 | CCN(CC)CCOC(=O)c1ccc(N=Cc2c(O)[nH]c(=O)[nH]c2=O)cc1 | 28 | -5 | 4 | 4 | 14 | 0 | 7 | 3[20 µM] | -7
46 | CN1CCN(c2nc(N(C)C)oc(=O)c2C#N)CC1 | -5 | 15 | -3 | -2 | 2 | -1 | 8 | -27[20 µM] | -10
47 | NNC(=O)c1ccc(Cl)cc1 | -13 | 14 | -9 | 2 | 6 | -1 | 5 | -12 | -6
48 | CC1(C)CN=C(Nc2ccccc2C(F)(F)F)S1 | -28 | -6 | 0 | 3 | 7 | -2 | 8 | -22 | 3
49 | O=C1NC(=O)C(=Cc2coc3ccc(O)cc3c2=O)C(=O)N1 | -29 | -20 | 6 | 9 | 14 | -2 | -2 | -11 | -27
50 | N#Cc1c(Cl)nc(Cl)c2c1CCN(Cc1ccccc1)C2 | -7 | 21 | -7 | 3 | 9 | -1 | 7 | -31 | -16
51 | COc1ccc(CN2C(=O)NC(=O)/C(=C\c3cccc(OC)c3OC)C2=O)cc1 | -3 | 1 | -8 | -4 | 12 | 3 | 8 | 1 | 1
52 | OC(Cn1c2ccccc2c2ccccc21)C[n+]1cccc2ccccc21 (centres undefined) | -2 | 11 | -2 | 0 | 10&10 | 2 | 9 | -16[20 µM] | -17
53 | CN1/C(=C\C=C\C2=[N+](C)c3ccc4ccccc4c3C2(C)C)C(C)(C)c2ccccc21 | -249 | 66* | 132* | -29 | 114* | 99* | 95* | -11[20 µM] | 32
54 | CCCC(=O)NC(Oc1ccc(Cl)cc1Cl)C(Cl)(Cl)Cl (centres undefined) | -32 | 23 | -7 | 1 | 6 | -5 | -1 | -23[20 µM] | 1
55 | CCn1c(=O)n(CC(=O)N2CCC3(CC2)OCCO3)c(=O)c2ccccc21 | -7 | 23 | 0 | 3 | 16 | -1 | -2 | -30 | -4
56 | NC(=S)c1cn(C2OC(CO)C(O)C2O)c2ncnc(N)c12 (centres undefined) | -5 | 55*[5 µM] | -8 | 3 | 19 | 99* | 104* | -8 | -6
57 | Cc1ccc2c(c1)N(CCC(=O)N1CCC3(CC1)OCCO3)C(=O)CO2 | -3 | 11 | -5 | -3 | 7 | 2 | 7 | -22 | 4
58 | Cn1cc(C(=O)Cc2ccccc2)c2ccccc21 | -4 | -4 | -6 | 4 | 9 | -3 | 1 | -21 | -5
59 | CCOC(=O)c1c(C)[nH]c(C(=O)C(C)N2CCCC2)c1C (centres undefined) | 2 | -10 | -3 | 3 | 4 | -1 | 1 | -27 | -7
60 | COP(=O)(OC)C(NC(=O)C(C)(C)C)=C(Cl)Cl | -2 | -2 | -2 | 6 | 6 | -4 | -1 | 16[20 µM] | -9
61 | CCCCP(=O)(O)CCC(=O)O | -1 | 6 | -3 | 5 | 0 | -1 | 6 | -21 | 7
62 | CCOc1cc(/C=C2/C(=O)NC(=O)N(c3ccc(CC)cc3)C2=O)ccc1OC(=O)c1cccs1 | -9 | -14 | -7 | 7 | 5 | -4 | 0 | -20 | -7
63 | CC1CCCN(CC(=O)N2CCCc3ccccc32)C1 (centres undefined) | -4 | 7 | -9 | -4 | 5 | 4 | 8 | -21[20 µM] | 0
64 | CC12CN3CC(C)(CN(C1)P3(=O)Oc1ccccc1)C2=O (centres undefined) | -5 | 9 | -12 | -5 | 9 | -3 | 0 | -18 | -4
65 | CCc1ccccc1N1C(=O)NC(=O)/C(=C\c2cc(C)n(C)c2C)C1=O | -8 | -3 | 2 | 6 | 10 | -1 | 6 | 17 | 26

Look-ups from above.
Under BaF3 parental, compound 63 reads 8
Under Ba/F3 V617F tox, compound 61 reads -1

Screens from PubChem BioAssay.

A portion of the library (hit frequency here may not be typical).
